High-throughput results (PubChem)
aSyn yeast inh: qHTS of alpha-syn Inhibitors | Yeast expressing alpha-synuclein, growth rescue, BacTiter-Glo, 24 h | 370,000 compounds, 0.14% hits | AID 652106, 2013 | Potency, µM (series often up to 46.1 µM), inactives show at the top dose growth rescue (activation), usual class: activators; note: potency is the fitted concentration of half-maximal effect; % of control where 0% means no effect; nearly all actives have a fitted effect of over 65% in size
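Rescue of yeast growth: cells expressing toxic alpha-synuclein, induced in galactose at OD600 0.02, incubated with compound 24 h at 30 C. ATP luminescence quantified growth; inhibitors of toxicity appear as activators.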
Abeta yeast res: qHTS for compounds that reverse cellular toxicity of Amyloid beta (A-beta) peptide in yeast: Primary Screen. yeast expressing A-beta42, growth rescue, OD600, 48 h; response scale: 0% DMSO, 100% iron-clioquinol control. Potency, µM (titrated, usually from 46.1 µM), for inactives: at the highest dose growth rescue, most hits filed as activators. 410,000 compounds, 0.063% hits. AID 1347071, 2019; note: potency is the fitted concentration of half-maximal effect; nearly all actives have a fitted effect of over 55% in size
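Yeast growth medium received pinned compounds, then yeast cells expressing toxic A-beta were added; plates incubated at 30 C for 48 hr. Growth read as absorbance at 600 nm, normalized to DMSO and equimolar FeCl3 plus clioquinol controls.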
IL2 activator: qHTS of IL-2 Activators. IL-2 activation reporter assay, cell-based qHTS; stimulated with anti-CD3/CD4/CD28 beads; in transgenic mouse T cells. activation, % (series mostly up to about 46 µM). 360,000 compounds, 0.065% hits. AID 652025, 2013; in the data active = activation above about 50%; inconclusive = mostly about 30% to 49%; note: 0% is about no effect
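Screening format: compound pinned onto unstimulated transgenic mouse T cells, 60 min incubation, then anti-CD3/anti-CD4/anti-CD28 bead stimulation for 18 hours at 37 degrees C, followed by EGFP and DsRed detection.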
EPAC1 agonist: qHTS for Agonist of cAMP-regulated guanine nucleotide exchange factor 3 (EPAC1): primary screen; Rap guanine nucleotide exchange factor 3 (Homo sapiens), O95398; EPAC1 agonist qHTS, biochemical assay; response scale: 100% = response to 6.5 mM cAMP; Potency, µM (series often up to 154 µM), for inactives: at the highest dose activation, hits mostly activators; 360,000 compounds, 0.073% hits; AID 720707, 2013; note: potency is the fitted concentration of half-maximal effect; nearly all actives have a fitted effect of over 60% in size
Target sequence (O95398 whole entry, looked up): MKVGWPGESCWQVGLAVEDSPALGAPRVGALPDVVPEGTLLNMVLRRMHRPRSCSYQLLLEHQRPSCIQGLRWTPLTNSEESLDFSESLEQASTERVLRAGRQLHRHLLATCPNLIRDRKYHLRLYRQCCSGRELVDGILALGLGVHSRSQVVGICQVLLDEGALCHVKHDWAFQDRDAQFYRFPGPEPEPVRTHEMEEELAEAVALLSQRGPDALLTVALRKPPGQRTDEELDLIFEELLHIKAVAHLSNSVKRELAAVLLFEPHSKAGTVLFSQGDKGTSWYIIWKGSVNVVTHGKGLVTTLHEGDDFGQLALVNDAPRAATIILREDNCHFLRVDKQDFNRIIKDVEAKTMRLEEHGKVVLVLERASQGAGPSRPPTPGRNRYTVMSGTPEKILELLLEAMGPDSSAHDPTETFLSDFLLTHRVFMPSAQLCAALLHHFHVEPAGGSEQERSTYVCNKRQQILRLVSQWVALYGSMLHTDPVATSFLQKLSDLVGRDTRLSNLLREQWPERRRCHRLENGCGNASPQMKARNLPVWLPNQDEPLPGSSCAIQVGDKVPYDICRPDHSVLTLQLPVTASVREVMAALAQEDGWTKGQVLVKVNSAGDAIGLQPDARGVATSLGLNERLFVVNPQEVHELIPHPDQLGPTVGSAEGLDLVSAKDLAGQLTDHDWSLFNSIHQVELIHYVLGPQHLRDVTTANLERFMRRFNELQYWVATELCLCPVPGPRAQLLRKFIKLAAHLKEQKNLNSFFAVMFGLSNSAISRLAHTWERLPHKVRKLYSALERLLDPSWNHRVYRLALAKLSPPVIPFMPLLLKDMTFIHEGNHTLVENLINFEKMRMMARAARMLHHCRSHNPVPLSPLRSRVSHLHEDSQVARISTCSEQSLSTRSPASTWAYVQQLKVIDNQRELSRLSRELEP
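Nucleotide exchange assay: 100 nM EPAC1 with 250 nM Rap1B loaded with BODIPY-GDP and 50 uM GDP, room temperature. Fluorescence (480/540 nm) read every 5 min for 30 min; signal change normalized to 6.5 mM cAMP as full agonist.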
WRN inhibitor: qHTS for Inhibitors of WRN Helicase; Bifunctional 3'-5' exonuclease/ATP-dependent helicase WRN (Homo sapiens), Q14191; WRN helicase unwinding, fluorescent forked duplex, kinetic; Potency, µM (titrated, usually from 114 µM), for the others: at the top dose activity change, negative = inhibition, usual class: inhibitors; 360,000 compounds, 0.46% hits; AID 651768, 2012; note: potency is the fitted concentration of half-maximal effect; % is set by controls: 0 for no effect and ±100 for the full control effect; nearly all actives have a fitted effect of over 55% in size
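Enzyme (20 nM final) and test compound sit together 15 min at room temperature before substrate addition. Substrate is a single-forked duplex oligonucleotide (100 nM) labelled with fluorophore and quencher, with 2 mM ATP; helicase unwinding raises red fluorescence, read kinetically.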
FUS yeast rescue: qHTS for Suppressors of FUS Proteinopathy: Primary screen using FUS-linked yeast assay | S. cerevisiae FUS-expressing, growth rescue, OD600, 24 h | Potency, µM (top dose mostly 76.6 µM), inactives show top-dose growth rescue (activation), hits mostly activators | 390,000 compounds, 0.24% hits | AID 1347120, 2019;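 note: potency is the fitted concentration of half-maximal effect; plate controls were DMSO vehicle for no effect and reference control for full effect; nearly all actives have a fitted effect of over 55% in size; some results filed as inactive show a strong effect at the top dose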
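Yeast FUS proteinopathy model; galactose-induced FUS (2%), starting OD 0.005. Cpds in dilution series, 24hr, 30C, 99% humidity. Abs 600 nm growth. Pos ctrl CP55940 (top 92uM final); neg ctrl DMSO.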
EPAC1 antagonist: qHTS for Antagonist of cAMP-regulated guanine nucleotide exchange factor 3 (EPAC1): primary screen. Rap guanine nucleotide exchange factor 3 (Homo sapiens), O95398. EPAC1 GEF assay, Rap1b-BODIPY-GDP exchange fluorescence. Potency, µM (titrated, usually from 115 µM), without a hit: at the top dose activity change, negative = inhibition, hits mostly inhibitors. 360,000 compounds, 0.14% hits;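 note: potency is the fitted concentration of half-maximal effect; plate controls were vehicle for no effect and positive control for full effect; nearly all actives have a fitted effect of over 50% in size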
PI5P4K alpha inh: qHTS for Inhibitors of phosphatidylinositol 5-phosphate 4-kinase (PI5P4K); Phosphatidylinositol 5-phosphate 4-kinase type-2 alpha (Homo sapiens), P48426; PI5P4Kalpha enzyme, ADP-Glo luminescence, 60 min; active compounds read low; max response, %; 330,000 compounds, 1.2% hits; active = max response of -50% or lower; inconclusive = between -30% and -50%; inactive = -30% or higher; note: value at the top dose of about 77 µM; % is set by controls: 0 for no effect and ±100 for the full control effect
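Reactions run in 0.038 M HEPES pH 7.4, 0.28 mM EGTA, 0.1% CHAPS and 5% DMSO, with PI5P4Kalpha, substrate, compound and 5 microM ATP final, one hour at room temperature. Readout is ADP-Glo luminescence.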
PLK1 PBD block: qHTS for Inhibitors of PLK1-PDB (polo-like kinase 1 - polo-box domain): Primary Screen; Plk1 PBD binding of FITC phosphopeptide, fluorescence polarization; Potency, µM, without a hit: max response, negative = inhibition, hits mostly inhibitors; 360,000 compounds, 2.8% hits; Serine/threonine-protein kinase PLK1 (Homo sapiens), P53350; note: potency is the fitted concentration of half-maximal effect; series mostly up to about 57 µM; % is set by controls: 0 for no effect and ±100 for the full control effect; nearly all actives have a fitted effect of over 65% in size
An asterisk follows results filed as active; ? = inconclusive; . = not tested or not shown; & = joins results of further samples; [ ] = another dose, or the depositor's remark. Unless noted, calls come from the whole dose curve; as a rule, active = well fitted curve in the direction sought with a large enough effect; inconclusive = small, poorly fitted or top-dose-only effect, or another doubt; inactive = no such curve, though single readings can be large; an effect the other way counts as inactive or inconclusive. Some of the compounds tested; the hit share may differ from the screen's.

mol	aSyn yeast inh	Abeta yeast res	IL2 activator	EPAC1 agonist	WRN inhibitor	FUS yeast rescue	EPAC1 antagonist	PI5P4K alpha inh	PLK1 PBD block
O=C(c1ccc2c3c(cccc13)CC2)C1CCCN(CC2CC2)C1 (configuration not stated)	12%	-8%	-3.1	3%	2%	22%	14%	17	-4%
COC(=O)C1=C(c2ccc(-c3ccccc3)c(F)c2)C[C@@H]2CC[C@H]1N2C(=O)N1CCC(O)CC1	0%	0%	-0.8	2%	-1%	?	-9%	1	-4%
CC(=O)c1ccc2c(c1)C1C(Cl)C(Sc3ccccc3[N+](=O)[O-])CC1C(c1ccccc1)N2 (configuration not stated)	-8%	-24%	-1.3	6%	-21%	40µM*	1%	-3	15µM*
CN1CCN(c2nc(Cl)ncc2F)CC1	-3%	10%	-2.3	0%	-12%[57.1 µM]	0%	-16%	0	-11%
COC(=O)C1=C(c2ccc3ccccc3c2)C[C@@H]2CC[C@H]1N2C(=O)NC(C)C	-2%	8%	-1.0	5%	2%	-4%	-13%	-1	-5%
Cc1cc(-c2ccccc2)cc(C)[n+]1Cc1ccccc1	4%	7%	-0.6	-6%	0%	-32%	-1%	-2	-15%
O=C(Nc1ccc(Br)cc1C(=O)O)c1ccc2c(c1)C(=O)N(Cc1ccccc1)C2=O	-7%	3%	0.4	13%	?	-1%	?	-74*	?
COCCNC(=S)N1Cc2ccccc2-n2nncc2C1	-7%	-10%	0.8	-16%	-10%	-5%	-11%	5	-14%
C1=NCCCN2CCCCC12 (configuration not stated)	0%	10%	-4.3	3%	8%	-13%	10%	-4	5%
Cc1ccc(N2C(=O)NC(=O)C(CCc3ccncc3)(Cc3cccc(Cl)c3Cl)C2=O)cc1 (configuration not stated)	2%	1%	4.8	1%	1%	-9%	-17%	5	-1%
CC(C)(C)[C@]1(O)C[C@@H]2OC(=O)C[C@@]23C(=O)O[C@@H]2OC(=O)[C@@H](O)C213 (some centres not stated)	3%	-4%	1.0	8%	5%	-29%	-3%	-3	-7%
CN1CC(C(=O)c2ccccc2)C(C(=O)c2ccccc2)C1 (configuration not stated)	-19%	-7%	-0.2	0%	-4%	-1%	-7%	3	-3%
O=C(c1ccc(C(F)(F)F)cc1)C1CCCN(Cc2ccncc2)C1 (configuration not stated)	0%	-19%	-0.6	-1%	7%	11%	-23%	-10	-9%
CCOC(=O)[C@]12Cc3cc(C)ccc3[C@H]1N(C)C(=O)c1ccccc12	-1%	4%	0.7	1%	3%	3%	-3%	-4	-17%
Cc1cccc(CN(C)C)c1OC(=O)N(C)C	-14%	-5%	-0.1	-2%	7%	5%	10%	-3	1%
O=C(COC(=O)Cc1ccccc1)NC12CC3CC(CC(C3)C1)C2	9%	9%	0.2	0%	2%	25%	-6%	-4	-6%
C=C(C)[C@H]1CN[C@H](C(=O)O)[C@H]1CC(=O)O	-5%&-6%	-7%	0.1	1%	-2%	-19%	-4%	1	0%
COC(=O)C1=C(c2ccc(-c3ccccc3)c(F)c2)C[C@@H]2CC[C@H]1N2C(=O)NC1CC1	-9%	7%	-3.1	-5%	-5%	41%	-4%	12	-4%
CCOc1ccc(N=Cc2c(O)n(Cc3ccccc3)c(=S)[nH]c2=O)cc1	0%	4%	0.0	-21%	-26%	2%	?	-12	-9%
CNCC[C@H](Oc1ccc(C(F)(F)F)cc1)c1ccccc1	1%&-1%	-17%	-0.3	-18%	2%	-18%	?	-1	-26%
CCCCNc1ccncc1S(=O)(=O)NC(=O)NC(C)C	-1%	-1%[9.22 µM]	0.2	-1%	-4%	-50%	-5%	6	0%
CCC(=NCCCN1CCOCC1)c1c(O)n(Cc2ccccc2)c(=O)[nH]c1=O	-5%	15%	-0.7	2%	13%	8%	16%	.	-2%
COc1c(C)cc(C(=O)C2CCCN(Cc3cccc(O)c3)C2)cc1C (configuration not stated)	-2%	3%	0.1	19%	0%	-7%	-2%	8	-5%
O=c1c2ccccc2nc(/C=C/c2ccc3c(c2)OCO3)n1-c1ccccc1	6%	11%	1.7	12%	4%[57.1 µM]	19%	24%	1	5%
CCn1c(SCC(=O)Nc2nncs2)nnc1-c1ccco1	-9%	4%	0.2	-2%	7%	11%	35%[activator]	2	0%
Cc1ccc2[nH]c(=S)n(-c3cccnc3)c(=O)c2c1	0%	-6%	0.5	9%	-1%	2%	2%	-2	-2%
Cc1ccc(-c2nc3ccccc3c(=O)n2-n2cccc2)cc1	5%	4%	-1.3	-7%	4%	18%	-14%	-8	-2%
Cc1cc(N2C(=O)C3CCCN3C2c2ccccc2)no1 (configuration not stated)	-1%	16%	-1.9	8%	5%	15%	7%	.	-12%
C=Cn1ccnc1P(=S)(c1nccn1C=C)C1CCCCC1	-4%	14%	-2.3	9%	-8%[57.1 µM]	6%	-11%	.	-6%
COc1cc2c(cc1C=O)OCO2	-6%	-5%	-1.3	7%	-13%	32%	-3%	2	-2%
Cc1cc(NC(=O)CCl)no1	2%	-22%	-3.9	13%	-12%	-13%	-3%	1	-12%
CCCc1nc2ccccc2c(=O)n1-c1ccc(O)cc1	11%	13%	-0.3	4%	8%	15%	7%	7	-14%
Cc1ccccc1CN1CCNCC1	-8%	8%	0.4	-7%	2%	15%	20%	-7	0%
Fc1ccc(NC(=S)N2Cc3ccccc3-n3nncc3C2)cc1	2%	3%	-1.8	5%	2%	12%	-3%	-1	-9%
CCN1C[C@@]2(COC)C3[C@@H](OC)[C@H]4[C@@H]1[C@@]3(C1C[C@H]3[C@H](O)C1[C@]4(O)C[C@H]3OC)[C@@H](OC)C[C@H]2O (some centres not stated)	-1%	11%	-0.5	-7%	-7%	6%	0%	-2	6%
COc1ccc(C2=CC(c3ccc4c(c3)OCO4)c3c(c4ccccc4oc3=O)O2)cc1OC (configuration not stated)	3%	-10%	-3.4	10%	-3%	.	5%	22	-3%
CCn1c(O)c(C=Nc2ccc(N3CCOCC3)c(Br)c2)c(=O)n(CC)c1=S	1%	2%	-2.2	3%	8%	31%	1%	.	-1%
C=CCn1c(O)c(/C=N/N2CCCCC2)c(=O)[nH]c1=O	-5%	0%	0.2	-1%	3%	-1%	12%	2	-6%
Cn1nc(N)c2c1N=P(N1CCOCC1)(N1CCOCC1)N=C2c1ccccc1	-10%	18%	-1.6	-2%	1%	3%	8%	.	0%
Clc1ccccc1C1=NCc2nncn2-c2sc(Br)cc21	4%	-18%	0.2	8%	5%	14%	-11%	3	-20%
CC(C)Oc1ccc(CNC(=O)Oc2ccccc2)cc1	-1%	0%	-0.1	8%	-3%	-11%	0%	-6	?
CCCN1CC(C)C(OC(C)=O)(c2ccccc2)CC1C (configuration not stated)	1%	8%	-0.6	-6%	1%	3%	15%	1	-3%
O=Cc1cn(Cc2ccc(Br)cc2)c2ccccc12	9%	9%	-3.0	6%	2%	17%	12%	3	1%
O=c1ccc2c(O)c3ccoc3cc2o1	-1%	0%	0.1	-23%	-5%	-11%	31%[activator]	-12	-7%
COC(=O)C1=C(c2ccccc2)C[C@@H]2CC[C@H]1N2C(=O)NC1CCCCC1	5%	-6%	-3.8	-16%	-4%	-7%	16%	4	1%
CCC(C)C12CN3CCN(CC(C)(C3)C1=O)C2 (configuration not stated)	5%	8%	-2.2	-5%	-30%[57.1 µM]	-21%	1%	5	-12%
CCCCn1c(=O)c(C=Nc2cc([N+](=O)[O-])ccc2OC)c(O)n(CCCCl)c1=O	-10%	7%	-0.6	-4%	2%	8%	-22%	5	-11%
Cc1nc2ccsc2c(=O)n1-c1ccccc1Cl	5%	5%	1.9	7%	-8%	-2%	9%	0	-4%
CCCCCN1C(=O)c2ccccc2[C@@]2(C(=O)OCC)Cc3cc(OC)ccc3[C@@H]12	-70%[inhibitor]	-67%[inhibitor]	-1.2	-6%	-5%	10%	-9%	4	5.3µM*
CC1=C(C/C(C)=C/c2ccccc2)/C(=C/CO)[C@@H]2OC(=O)O[C@]2(C)C12CC2	11%	2%	-0.4	0%	-2%	?	1%	-2	-12%
COc1ccc(Cc2c(O)[nH]c(=O)[nH]c2=O)c(OC)c1	1%	6%	4.4	7%	-7%	6%	3%	3	-3%
CC[n+]1c(/C=C/N(C)c2ccccc2)sc2ccc(Cl)cc21	-2%	-12%	-3.3	6%	50µM*	-2%	-3%	.	-12%
COC(=O)C1=C(c2cc3ccccc3o2)C[C@@H]2CC[C@H]1N2C(=O)NC(C)C	-1%	-13%	-4.3	3%	1%	10%	-4%	5	-12%
C[C@@H]1CN([C@H](C)CO)C(=O)c2cc(Br)cnc2O[C@H]1CN(C)C(=O)Cc1ccncc1	?	15%	2.9	11%	7%	-2%	-29%	-5	-12%
